Statin myotox sup: suppressors of simvastatin-induced myotoxicity in C2C12 myotubes; ATP luminescence, 48 h; scaled: DMSO 0, geranylgeraniol control 100; hit rate 0.78% among 330,000; rescue of ATP level, % at 7.49 µM; AID 602340;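 active = mean ATP rescue above about 67%, or every replicate alone reaching that limit, limit read from the data, passing the limit was not always enough; inconclusive = no clear call, values can overlap the other calls; inactive = mean under the limit and some replicate under it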;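 also: myotubes were challenged with 10 µM simvastatin during compound exposure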
LGR2 inh: inhibitors of bursicon-induced Drosophila LGR2 receptor cAMP signaling; HEK293 LGR2, CRE-luciferase, bursicon-stimulated, 4 h; inhibition, % at 9.99 µM; hit rate 0.35% among 380,000;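 active = drop in luminescence signal, shown as inhibition above about 50% in the replicate tests, limit read from the data, passing the limit was not always enough; inconclusive = probably only some replicates passing the limit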;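 also: agonist challenge used bursicon conditioned medium at about half maximal strength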
SIRT5 inh: sirtuin-5 (human) deacylase inhibition; hit rate 1.1% among 330,000; Purified SirT5, succinyl-peptide AMC, trypsin-coupled fluorescence; AID 652115; inhibition, % at 15 µM; Q9NXA8; in the data active = inhibition above about 15%; inconclusive = no clear call, values can overlap the other calls
Target sequence (Q9NXA8 whole entry, looked up): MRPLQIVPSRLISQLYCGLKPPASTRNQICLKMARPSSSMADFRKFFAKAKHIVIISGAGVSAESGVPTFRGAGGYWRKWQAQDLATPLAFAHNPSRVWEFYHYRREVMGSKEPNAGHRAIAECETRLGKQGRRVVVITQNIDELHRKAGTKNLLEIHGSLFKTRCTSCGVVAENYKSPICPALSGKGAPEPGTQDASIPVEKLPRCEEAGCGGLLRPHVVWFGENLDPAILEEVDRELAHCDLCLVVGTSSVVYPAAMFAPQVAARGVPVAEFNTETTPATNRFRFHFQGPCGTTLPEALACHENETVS
S100A4 inh HTS: blocks human S100A4 binding to myosin IIA peptide; P26447; hit rate 0.14% among 360,000; S100A4/TAMRA-MyoIIA peptide fluorescence polarization; inhibition, % at 10.7 µM;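 active = mean inhibition of at least 70% across replicates, with every replicate also reaching that level; inconclusive = mean inhibition reaches 70% but some replicates fall short; inactive = mean inhibition below 70%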
Target sequence (P26447 whole entry, looked up): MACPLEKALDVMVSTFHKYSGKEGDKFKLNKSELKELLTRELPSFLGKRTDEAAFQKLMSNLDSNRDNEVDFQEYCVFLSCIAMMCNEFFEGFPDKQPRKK
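Compound dosing: one dose per compound; test system: human S100A4 monomer with TAMRA-labelled myosin IIA peptide; probe or stimulus: TAMRA-labelled myosin IIA heavy-chain peptide probe, 5 nM; medium: HEPES buffer with Ca2+, pH 7.2; schedule: 5 min incubation before reading; benchmarks: neutral control DMSO, positive control TFP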
Xi reactivation: activators of X-chromosome reactivation in mouse fibroblasts; hit rate 0.055% among 360,000; activation, % at 7.58 µM; AID 743238; XiGFP mouse fibroblasts, % GFP-positive cells imaging, 3 d; cells co-treated with 5-aza-dC sensitizer; scaled so ellipticine positive control = 100%;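 active = mean normalized replicate activation at least 10% and every replicate at or above 10%; inconclusive = only one of the two criteria met; inactive = mean below 10% and not all replicates reach 10%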;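 also: 0% = median of on-plate neutral control wells and 100% = ellipticine 6 µM median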
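Schedule: 3 d treatment, 15 min room-temperature fixation; system: 68-5-11 XiGFP fibroblast line; buffer or medium: DMEM plus 5-aza-dC sensitizer; control set: ellipticine 6 µM positive control; compound: one concentration, pinned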
ERAP1 HTS inh: ERAP1 (human) enzyme inhibition; recombinant ERAP1, Leu-AMC fluorescence, 60 min; AID 652197; Q9NZ08; inhibition, % at 10.7 µM; hit rate 0.15% among 340,000;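 active = mean replicate inhibition of at least 30%, or all replicates individually reaching that 30% level; inactive = mean below 30% and not every replicate reaching it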;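 also: 0% = neutral control wells and 100% = L-leucinethiol positive control wells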
PGC1a acetyl inh: PGC1a acetylation modulation, inhibitor mode | U2OS PGC1a acetylation, AlphaScreen anti-acetyl-lysine; with virally co-expressed GCN5 acetyltransferase | inhibition, % at 15.6 µM | hit rate 0.17% among 350,000 | AID 651687;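 active = every replicate shows inhibition of at least 40%; inconclusive = mean inhibition at least 40% but some replicate below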;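 also: 0% = neutral control wells and 100% = positive control wells; some results beyond the cut were filed as inactive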
Cneo AK release: Cryptococcus neoformans lysis via adenylate kinase release | C. neoformans lysis, adenylate kinase release luminescence, 4 h; normalised: neutral wells 0, clomiphene wells 100 | hit rate 0.2% among 360,000 | lysis activity, % at 15 µM;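 active = mean lysis activity across replicates of at least 80%, whatever share of replicates individually reach that level; inactive = mean lysis activity below 80%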
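Material: C. neoformans cells | Amount: Yeast cell density of 5 × 10^6 cells/mL | Medium: Fresh YPD growth medium | Dosing: Single dose | Times: Static 4 h at 37 °C with compound, 1 h detection | Detection: AK luminescence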
* hit, by the source's call; ? = inconclusive; nt = not tested or not shown; & = joins results of further samples.

#	mol	Statin myotox sup	LGR2 inh	SIRT5 inh	S100A4 inh HTS	Xi reactivation	ERAP1 HTS inh	PGC1a acetyl inh	Cneo AK release
1	COCCNC(=S)N/N=C/c1c(C)[nH]c2ccccc12	nt	-12	nt	-1	-0.2	-3	nt	nt
2	CC(C)CC#Cc1ccc2c(c1)O[C@H](CN(C)C(=O)c1cccnc1)[C@H](C)CN([C@H](C)CO)S2(=O)=O	-15	nt	3	7	nt	0	-21	-2
3	O=C(Cc1ccccn1)N[C@H]1C=C[C@H](CC(=O)N2CCCCC2)O[C@H]1CO	2	2	1	-3	-0.3	-1	4	0
4	Cc1ccc(S(=O)(=O)N[C@@H]2CC[C@@H](CCNC(=O)C3CC3)O[C@H]2CO)cc1	2	-9	-1	5	0.3	-3	-5	-4
5	CC(NC(=O)Cc1ccc(S(=O)(=O)N2CCOCC2)s1)c1ccc(Br)cc1 (configuration not stated)	2	-17	-2	-8	0.3	-2	nt	2
6	Cc1cc(-c2nn(-c3ccccc3)cc2/C=C2\SC(N)=NC2=O)ccc1OC(C)C	-8	nt	2	0	0.1	-4	17	2
7	C[C@@H]1CN([C@@H](C)CO)C(=O)c2cc(NC(=O)CCCCCC(=O)Nc3ccccc3N)ccc2O[C@H]1CN(C)C(=O)Nc1ccc2c(c1)OCO2	nt	6	0	119*	0.0	-2	10	nt
8	Cc1noc(C)c1S(=O)(=O)Nc1ccc2c(c1)C(=O)N([C@H](C)CO)C[C@@H](C)[C@H](CN(C)C(=O)Nc1ccc3c(c1)OCO3)OCCCC[C@@H](C)O2	nt	9	0	3	0.4	4	-15	-3
9	N#C[C@H]1[C@H](c2ccc(C#CC3CC3)cc2)[C@H](CO)N1S(=O)(=O)c1ccccc1	-2	2	0	-10	-0.1	0	-1	1
10	CC(C)(C)NC(=O)Cn1c(SCC(=O)NC2CCCCC2)nc2ccccc21	-4	-11	nt	nt	nt	nt	1	1
11	CC(C)NC(=O)N(C)C[C@H]1Oc2ccc(NC(=O)CCN3CCOCC3)cc2CC(=O)N([C@H](C)CO)C[C@@H]1C	-5	7	-3	-40	-0.1	1	0	-3
12	O=C(Nc1cccc(Cl)c1)N1C[C@H]2[C@@H](c3ccccc31)[C@H](CO)N2CC1CCCCC1	-127	5	-2	2	0.3	0	-2	-3
13	Cc1nn(S(=O)(=O)c2cccs2)c(C)c1Sc1ccc([N+](=O)[O-])cc1	28	nt	-2	-3	nt	-4	-6	0
14	O=C(C1CCOCC1)N1CC2(C1)[C@H](c1ccccc1)[C@H](CO)N2Cc1ccc(Cl)cc1	nt	3	-6	-3	0.3	-1	-7	nt
15	CCNC(=O)C[C@H]1CC[C@H]2[C@H](COc3ccc(NC(=O)Nc4ccc(C)cc4)cc3C(=O)N2C)O1	5	6	-1	-12	0.3	-1	8	-3
16	CNC[C@@H]1Oc2c(NC(=O)c3cc(C)nn3C)cccc2C(=O)N([C@H](C)CO)C[C@H]1C	-6	11	-2	7	-0.8	1	1	0
17	O=C1c2ccccc2NC(c2cccs2)N1NS(=O)(=O)c1ccccc1 (configuration not stated)	1	-13	0	-2	0.0	-2	-1	nt
18	CCOc1ccc(N2CC(C(=O)N3CCN(C(=O)c4ccco4)CC3)CC2=O)cc1 (configuration not stated)	-4	-11	-3	-1	0.3	-1	nt	4
19	Cc1ccc(S(=O)(=O)N2CCOC2CNC(=O)C(=O)NCCCN2CCOCC2)cc1 (configuration not stated)	1	-1	-2	0	0.0	3	-5	2
20	O=C(NCc1ccccc1Cl)c1cnc2ccccc2n1	5	7	0	-5	0.1	-1	nt	-2
21	CO[C@H]1CN(C)C(=O)c2cccc(C#N)c2OCC[C@@H]2CC[C@@H](OC)[C@@H](CN(C)C(=O)[C@@H]1C)O2	1	-2	-2	6	0.4	-3	nt	5
22	Cc1ccc(NC(=O)O/N=C/c2ccc(Br)cc2)cc1	5	-40	-1	0	0.1	-1	nt	5
23	CCOC(=O)c1[nH]c2ccccc2c1NC(=S)Nc1ccccc1	11	-12	-1	-1	0.7	-5	1	-1
24	CCC(CO)Oc1cc(NCc2ccccc2)c2ncn(C3CCCC3)c2c1 (configuration not stated)	nt	10	nt	-4	0.0	2	-25	-3
25	CC1CCC2C(=O)N(c3ccccc3OC(=O)c3ccccc3F)C(=O)C2C1 (configuration not stated)	6	9	-8	8	0.2	0	-5	-3
26	Cn1c(=O)c2cc(NC(=S)NCc3ccccc3F)ccc2n1Cc1cccc(C(F)(F)F)c1	7	-11	-4	-11	-0.1	-2	nt	-1
27	Nc1sc(-c2ccccc2)cc1C(=O)NCCN1CCOCC1	nt	2	-1	3	0.0	-2	nt	nt
28	CCc1nnc(NC(=O)C2CCN(S(=O)(=O)Cc3ccccc3)CC2)s1	nt	8	-4	2	nt	5	-10	1
29	CC1(C)CC[C@]2(C(=O)O)CC[C@]3(C)C(=CC[C@@H]4[C@@]5(C)CC[C@H](O[C@@H]6O[C@H](C(=O)O)[C@@H](O)[C@H](O[C@@H]7OC[C@H](O)[C@H](O)[C@H]7O)[C@H]6O)C(C)(C)[C@@H]5CC[C@]43C)[C@@H]2C1	-40	?	nt	-6	0.0	nt	25	-6
30	CC(=O)Nc1ccc(NC2=C/C(=N/S(=O)(=O)c3cccs3)c3ccccc3C2=O)cc1	nt	98*	-3	-1	0.0	1	70*	nt

Carrying on:
#	mol	Statin myotox sup	LGR2 inh	SIRT5 inh	S100A4 inh HTS	Xi reactivation	ERAP1 HTS inh	PGC1a acetyl inh	Cneo AK release
31	CN1C(=O)c2cc(NC(=O)c3cccs3)ccc2OC[C@@H]2O[C@@H](CC(=O)O)CC[C@H]21	-4	-1	-3	-1	0.4	3	1	-5
32	Cc1oncc1C(=O)Nc1ccc2ccccc2c1	4	-49	0	-3	0.0	4	nt	-1
33	O=C(C[C@H]1C[C@@H]2c3cc(NC(=O)c4cccnc4)ccc3O[C@@H]2[C@H](CO)O1)NCc1cc(F)ccc1F	8	-3	1	-5	0.1	1	5	1
34	COc1ccccc1CC(=O)Nc1cccc2c1CCCC2	nt	-14	-2	-25	-0.1	2	nt	10
35	CCn1cc(CN2CCN(CCc3ccccc3)C(CCO)C2)c(C)n1 (configuration not stated)	nt	-2	nt	-20	0.4	-2	nt	nt
36	C[C@H]1CN([C@@H](C)CO)C(=O)Cc2cc(NC(=O)CCC(F)(F)F)ccc2O[C@H]1CN(C)S(=O)(=O)c1cn(C)cn1	-11	-8	nt	nt	0.9	nt	4	-4
37	CCO[C@@H]1OC(C(=O)Nc2ccccc2)=C[C@H](c2cn(C(C)=O)c3ccccc23)[C@H]1CCCO	nt	nt	2	5	nt	0	-7	-3
38	Cc1ccc(-c2cc(-c3n[nH]c(=S)n3C)c3ccccc3n2)cc1	nt	-41	-3	1	-0.1	1	-1	nt
39	Cc1cc(C(=O)Nc2cccc3c2O[C@@H](CN(C)Cc2ccc(Oc4ccccc4)cc2)[C@@H](C)CN([C@@H](C)CO)C3=O)n(C)n1	41	4	4	-4	-0.1	nt	-11	62
40	CC(=O)Nc1ccc(S(=O)(=O)N2CCN(c3nnnn3-c3ccccc3)CC2)cc1	nt	-1	-1	-1	0.0	-4	11	nt
41	COc1ccccc1S(=O)(=O)N(C)C[C@H]1OCc2cnnn2CCCC(=O)N([C@H](C)CO)C[C@@H]1C	2&-8&-12	-2&2	-4&2	-1&-2	0.0&-0.1	0	-6&1&5	0&-1
42	C=CCOc1ccc(CNCCO)cc1OCC	1	-8	-4	5	-0.3	14	13	-1
43	N#Cc1cccc(NCC(=O)Nc2cccc(S(=O)(=O)N3CCCCC3)c2)c1	-4	-1	-13	2	0.0	-4	0	-1
44	NC(=O)NCC#Cc1ccc2c(c1)[C@]1(C(=O)N2)[C@H](C(N)=O)[C@H]2C(=O)O[C@H](c3ccccc3)[C@H](c3ccccc3)N2[C@@H]1c1ccccc1OCCO	nt	nt	5	-3	nt	0	nt	96*
45	Cc1ccc(C2C(C=Nc3c(C)n(C)n(-c4ccccc4)c3=O)=C(c3ccccc3)Oc3ccccc32)cc1 (configuration not stated)	nt	3	-5	3	nt	4	16	-3
46	C[C@@H]1CN([C@H](C)CO)C(=O)c2cc(NC(=O)Nc3cccc4ccccc34)ccc2O[C@H]1CN(C)C(=O)Nc1ccc(F)cc1	11	-12	2	-15	-0.1	-2	-1	-1
47	CC1=C([N+](=O)[O-])C(c2ccc(O)c(O)c2)NC(=O)N1 (configuration not stated)	-2	8	1	-5	0.1	-3	8	-9
48	N#C/C(=C/c1cn(-c2ccccc2)nc1-c1cccc(OCc2ccc(F)cc2)c1)C(=O)NCCCn1ccnc1	-10	10	nt	nt	0.0	nt	-10	nt
49	O=C1OC(c2ccccc2)=N/C1=C\C=C\c1ccco1	nt	-33	-2	-6	0.1	1	9	nt
50	Cc1ccc(CCNC(=O)C2CC(c3cccc(F)c3)=NO2)cc1 (configuration not stated)	22	2	nt	0	0.0	1	6	-6
51	O=C(CN1CCOCC1)Nc1ccc(NC(=O)c2ccccc2F)cc1	6	-25	nt	2	0.3	-4	nt	0
52	COc1cc(OC)cc(-c2nnc(SCC(=O)Nc3ccc(C(=O)O)cc3)s2)c1	nt	31	nt	10	0.1	2	-9	nt
53	CN1CCN(c2ncc3c(n2)CC(c2ccccc2F)CC3=O)CC1 (configuration not stated)	nt	5	6	3	0.3	6	nt	nt
54	COCCn1c(SCC(=O)Nc2cc(C)on2)nnc1C(C)C	-5	-7	3	-1	0.0	3	-24	1

Part of the list above, reformatted:
47	CC1=C([N+](=O)[O-])C(c2ccc(O)c(O)c2)NC(=O)N1 (configuration not stated)
48	N#C/C(=C/c1cn(-c2ccccc2)nc1-c1cccc(OCc2ccc(F)cc2)c1)C(=O)NCCCn1ccnc1
49	O=C1OC(c2ccccc2)=N/C1=C\C=C\c1ccco1
50	Cc1ccc(CCNC(=O)C2CC(c3cccc(F)c3)=NO2)cc1 (configuration not stated)
51	O=C(CN1CCOCC1)Nc1ccc(NC(=O)c2ccccc2F)cc1
52	COc1cc(OC)cc(-c2nnc(SCC(=O)Nc3ccc(C(=O)O)cc3)s2)c1
53	CN1CCN(c2ncc3c(n2)CC(c2ccccc2F)CC3=O)CC1 (configuration not stated)
54	COCCn1c(SCC(=O)Nc2cc(C)on2)nnc1C(C)C
Screen / compound no.	47	48	49	50	51	52	53	54
Statin myotox sup	-2	-10	nt	22	6	nt	nt	-5
LGR2 inh	8	10	-33	2	-25	31	5	-7
SIRT5 inh	1	nt	-2	nt	nt	nt	6	3
S100A4 inh HTS	-5	nt	-6	0	2	10	3	-1
Xi reactivation	0.1	0.0	0.1	0.0	0.3	0.1	0.3	0.0
ERAP1 HTS inh	-3	nt	1	1	-4	2	6	3
PGC1a acetyl inh	8	-10	9	6	nt	-9	nt	-24
Cneo AK release	-9	nt	nt	-6	0	nt	nt	1

A portion of the library. The share of hits here may be higher or lower than overall.
